HCMV antiviral = blocks human cytomegalovirus replication. HFF cells, HCMV-luciferase reporter, 72 h; hits give low values. activity change, negative = inhibition, % at 57.5 µM. 4.5% of 410,000 active. AID 1259415; in the data active = activity change below about -60%; inconclusive = no clear call, values can overlap the other calls; inactive = above about -39%
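HFF cells seeded 16 h at 37C, treated with compounds, infected with luciferase-reporter HCMV at MOI 1 PFU/cell; luciferase read at 72 h post infection, normalized to buffer-only and Salinomycin controls.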
AmpC inh detg = AmpC beta-lactamase inhibition with detergent present; AmpC hydrolysis of nitrocefin, absorbance 480 nm, 0.01% Triton; AID 485294; Potency, µM (titrated, usually from 114 µM), inactives show at the top dose activity change, negative = inhibition, most hits filed as inhibitors; 0.041% of 370,000 active; P00811;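 also: potency is read from the fitted curve at half-maximal effect; 0% = no-compound wells and -100% = no-enzyme wells; nearly all actives have a fitted effect of over 25% in size; some results filed as inactive show a strong effect at the top dose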
Target sequence (P00811 whole entry, looked up): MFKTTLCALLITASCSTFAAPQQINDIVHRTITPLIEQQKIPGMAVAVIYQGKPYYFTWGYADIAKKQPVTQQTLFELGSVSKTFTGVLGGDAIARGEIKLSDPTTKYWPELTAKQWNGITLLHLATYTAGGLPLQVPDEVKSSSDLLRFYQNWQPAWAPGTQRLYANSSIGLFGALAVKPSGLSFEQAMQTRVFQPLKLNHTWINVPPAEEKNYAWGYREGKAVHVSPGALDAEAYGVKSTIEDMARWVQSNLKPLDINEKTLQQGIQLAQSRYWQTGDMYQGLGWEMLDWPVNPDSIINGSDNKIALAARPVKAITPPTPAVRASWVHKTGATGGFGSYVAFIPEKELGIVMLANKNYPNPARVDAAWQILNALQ
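AmpC (5.3 nM in the dispensed reagent) in 20 mM phosphate pH 7.0 with 0.01% (detergent screen) or 0.0001% Triton X-100 was preincubated with compounds for 15 min at room temperature. Nitrocefin was then added from an 800 uM solution, and hydrolysis was followed at 480 nm.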
AMA1 RON2 block = inhibitors of Plasmodium falciparum AMA1-RON2 interaction; AlphaScreen AMA1-biotinylated RON2 peptide binding; Potency, µM (highest dose often 58.2 µM), for the others: at the highest dose activity change, negative = inhibition, usual class: inhibitors; 0.2% of 360,000 active;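 also: potency is read from the fitted curve at half-maximal effect; 0% = vehicle wells and -100% = peptide control; nearly all actives have a fitted effect of over 45% in size; some results filed as inactive show a strong effect at the top dose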
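AMA1 (3D7) with his tag at 25 nM final met compounds first, then biotinylated RON2 peptide at 25 nM; detection used donor plus acceptor beads, 10 µg/mL apiece, read by AlphaScreen after 30 min at room temperature.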
Sm TGR block = blocks Schistosoma mansoni thioredoxin glutathione reductase; Q962Y6; purified TGR, DTNB reduction, TNB absorbance 405 nm; Potency, µM (series often up to 114 µM), for inactives: top-dose activity change, negative = inhibition, hits mostly inhibitors; 3% of 360,000 active; AID 485364; also: potency is read from the fitted curve at half-maximal effect; nearly all actives have a fitted effect of over 60% in size
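Kinetic colorimetric format: TGR-catalysed, NADPH-driven DTNB reduction monitored via TNB absorbance. Enzyme dispensed at 20 nM; compound exposure 15 min at room temperature before reaction start.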
LmPK inhibitor = LmPK (Leishmania mexicana) enzyme inhibition; Q27686; purified LmPK, Kinase-Glo ATP luminescence, 1 h; Potency, µM (series often up to 57.5 µM), for the others: at the highest dose activity change, negative = inhibition, actives largely listed as inhibitors; 0.37% of 290,000 active; also: potency is read from the fitted curve at half-maximal effect
Target sequence (Q27686 whole entry, looked up): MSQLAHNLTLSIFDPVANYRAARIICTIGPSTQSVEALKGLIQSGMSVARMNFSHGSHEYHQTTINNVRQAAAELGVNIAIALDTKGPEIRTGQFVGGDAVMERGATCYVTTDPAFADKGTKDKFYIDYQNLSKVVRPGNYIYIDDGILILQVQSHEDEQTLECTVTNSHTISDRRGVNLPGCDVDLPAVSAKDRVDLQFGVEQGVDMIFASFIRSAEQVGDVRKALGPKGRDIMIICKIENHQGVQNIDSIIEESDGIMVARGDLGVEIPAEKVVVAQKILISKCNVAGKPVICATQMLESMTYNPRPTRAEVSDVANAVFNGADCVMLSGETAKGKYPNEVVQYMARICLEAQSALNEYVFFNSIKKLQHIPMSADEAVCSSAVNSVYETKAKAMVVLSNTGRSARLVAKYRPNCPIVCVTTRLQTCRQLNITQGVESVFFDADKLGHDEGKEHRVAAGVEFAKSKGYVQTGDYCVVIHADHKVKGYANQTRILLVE
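qHTS format; LmPK 0.1 nM; substrates PEP 0.5 mM and ADP 0.1 mM. One-hour room-temperature incubation, then coupled luciferase luminescence; 0.5 nM enzyme wells mark activation.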
TbPYK inhibitor = T. brucei pyruvate kinase inhibition | TbPYK enzyme, Kinase-Glo Plus ATP luminescence, 45 min | Potency, µM (highest dose often 76.8 µM), for inactives: at the top dose activity, negative = inhibition, usual class: inhibitors | 0.12% of 410,000 active | Q57TT1; also: potency is read from the fitted curve at half-maximal effect; nearly all actives have a fitted effect of over 50% in size
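TbPYK + substrate in 50 mM TEA pH 7.2, 100 mM KCl, 10 mM MgCl2, 0.05% BSA, 0.01% Tween-20; cpd pinned; ADP 130 uM final; 45 min RT; Kinase-Glo Plus 10 min; luminescence endpoint.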
AmpC inh no detg = blocks E. coli AmpC beta-lactamase in detergent-free assay | P00811 | 0.52% of 330,000 active | AmpC nitrocefin hydrolysis, absorbance 480 nm, 0.0001% Triton | AID 485341 | Potency, µM (doses to about 57.1 µM), for the others: top-dose activity change, negative = inhibition, hits mostly inhibitors;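 also: potency is read from the fitted curve at half-maximal effect; plate controls were no compound for no effect and no enzyme for full effect; nearly all actives have a fitted effect of over 20% in size; some results filed as inactive show a strong effect at the top dose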
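AmpC (5.3 nM in the dispensed reagent) in 20 mM phosphate pH 7.0 with 0.01% (detergent screen) or 0.0001% Triton X-100 was preincubated with compounds for 15 min at room temperature. Nitrocefin was then added from an 800 uM solution, and hydrolysis was followed at 480 nm.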
An asterisk follows results filed as active; ? = inconclusive; · = not tested or not shown; & = joins results of further samples; [ ] = dose if it differs, or a comment. Unless noted, calls follow the shape of the dose curve; as a rule, active = well fitted curve in the direction sought with a large enough effect; inconclusive = small, poorly fitted or top-dose-only effect, or another doubt; inactive = no such curve, though single readings can be large; an effect the other way counts as inactive or inconclusive. Unless noted, % is scaled to controls: 0 for no effect and ±100 for the full control effect.

SMILES | TbPYK inhibitor | AMA1 RON2 block | HCMV antiviral | Sm TGR block | AmpC inh no detg | AmpC inh detg | LmPK inhibitor
COc1ccc(NC(=S)N(CCc2c(C)[nH]c3ccc(C)cc23)Cc2ccco2)cc1 | -3% | 20% | 8 | -8% | 18µM* | ? | -2%
Cc1ccc(S(=O)(=O)N2CCCCC2C(=O)N2CCN(Cc3ccccc3)CC2)cc1 (stereo not given) | 1% | -15% | -15 | 24% | 109%[activator] | ? | 9%
O=C(c1cccc(Cl)c1)N1CCC(=O)N([C@H](COCc2ccccc2)Cc2ccccc2)CC1 | 2% | 1% | 20 | · | · | · | ·
CSc1nc(N)c(NC(=O)c2ccc(Br)o2)c(=O)[nH]1 | -17% | 0% | ? | 5% | 2% | 0% | 0%
O=C(CN(c1ccc(Cl)c(C(F)(F)F)c1)S(=O)(=O)c1ccccc1)N1CCOCC1 | 1% | 6% | -24 | -2% | 145%[activator] | -5% | 3%
Cc1ccc(Cl)cc1N1CCN(C(=O)Cc2cn(C)c3ccccc23)CC1 | -7% | -24% | 45 | 2% | 34% | -2% | 6%
O=C(c1ccc(NC(=O)C(c2ccccc2)c2ccccc2)cc1)c1ccc(C(=O)O)c(C(=O)O)c1 | 3% | 2% | 52 | 1% | -35% | -13% | -3%
COc1ccc(Cn2c(=N)c(C(=O)NC3CCCCC3)cc3c(=O)n4ccccc4nc32)cc1 | 1% | -3% | ? | 14% | -11% | -4% | 4%
Cc1ccc(N2C(=O)NC(NS(=O)(=O)c3ccccc3)(C(F)(F)F)C2=O)cc1 (stereo not given) | 4% | 5% | 4 | 5% | -10% | -9% | 0%
Cc1cc(C)cc(C(=O)NCCC(=O)N2CCC3(CC2)NCCc2[nH]cnc23)c1 | -2% | 0% | 10 | -19% | -11% | 0% | -4%
CCN(CC)S(=O)(=O)c1cccc(C(=O)Nc2ccc(S(=O)(=O)NC3=NCCCCC3)cc2)c1 | -5% | -3% | -62* | -1% | -11% | -8% | ·
C=CCNc1ncnc2c1ncn2[C@H]1CN(Cc2cccs2)C[C@@H](CO)O1 | 4% | 3% | 80 | · | · | · | ·
Cc1ccc(OC(=O)c2cc(C)nn2C(C)(C)C)cc1 | 7% | 25% | -26 | 3% | 2% | -3% | -4%
O=C(COC(=O)/C=C/c1ccc2ccccc2n1)NNC(=O)c1ccc([N+](=O)[O-])cc1 | -11% | 120%[activator] | -28 | 2% | -30% | -6% | ·
O=C(Nc1ccc(S(=O)(=O)NCCc2ccccc2)cc1)c1ccco1 | ? | -2% | ? | -6% | -9% | -1% | 1%
Cc1ccc(N(C)C(=O)N2CCN(S(=O)(=O)c3ccc4ccccc4c3)CC2)cc1 | -6% | -11% | -13 | 4% | 7% | -7% | 5%
C[C@H](CO)N1C[C@H](C)[C@@H](CN(C)C(=O)Nc2ccccc2)Oc2c(NC(=O)C3CCCCC3)cccc2C1=O | 0% | -7% | 4 | · | 75%[activator] | · | ·
Cn1c(=O)[nH]c(=O)c2c1nc(NC1CCCCC1)n2Cc1ccccc1 | 0% | -1% | -13 | 2% | 62%[activator] | -16% | 0%
O=C(CSCc1cnn(-c2ccccc2)c1-n1cccc1)NCc1cccnc1 | -14% | 6% | ? | -4% | 110%[activator] | -4% | -1%
COc1ccc(CCSc2nnc(C3CCCCC3)n2N)cc1 | -14% | -1% | -31 | 4% | -5% | 3% | 7%
COc1cccc(C(=O)NNC(=S)NC2CCCCC2)c1 | -9% | 20% | -5 | 5% | -20% | -17% | 3%
O=C(CCCn1ncn2c(cc3occc32)c1=O)NCc1ccccc1F | -1%&-3% | -1% | -3&-3 | -4%&-2% | -7% | 3%&1% | 0%
COCc1ccc(CN2CCC(C(=O)Nc3cccc(-c4cccc(Cl)c4)c3)CC2)o1 | 3% | ? | 42 | ? | 254%[activator] | 1% | -3%
COc1ccc(CC(=O)NCc2ccc3c(c2)cc(C)n3C)cc1OC | 4% | -7% | -14 | -3% | 11% | -10% | 2%
Cc1cccc(Nc2nnc(SCC(=O)NCC3CCCO3)s2)c1 (stereo not given) | -2% | -8% | 13 | · | -14% | · | ·
CCOCCn1c(CN2CCN(CCO)CC2)nc2c1c(=O)n(C)c(=O)n2C | -1% | -3% | -15 | 1% | -9% | -6% | 0%
COc1cccc(CNC(=O)COc2cc(O)c3c(c2)OC(C)(C)CC3=O)c1 | -11% | 5% | 13 | -21% | -5% | -14% | 5%
CCc1nnc(NC(=O)CSc2nnc(-c3cccnc3)n2CCc2ccccc2)s1 | -16% | 2% | 75 | -28% | -1% | -12% | 3%
O=C(Cc1cn(-c2ccccc2)nc1-c1ccccc1)N1CCCCC1 | 10% | 24% | ? | 22% | 38% | 4% | 1%
C[N+]1(CN2C(=O)C3C4C=CC(C4)C3C2=O)CCCCC1 (stereo not given) | -4% | 4% | -35 | -10% | -30% | -7% | 0%

Some of the entries so far, with values under each structure:
Under each structure: TbPYK inhibitor | AMA1 RON2 block | HCMV antiviral | Sm TGR block | AmpC inh no detg | AmpC inh detg | LmPK inhibitor
> CCc1nnc(NC(=O)CSc2nnc(-c3cccnc3)n2CCc2ccccc2)s1
 : -16% | 2% | 75 | -28% | -1% | -12% | 3%
> O=C(Cc1cn(-c2ccccc2)nc1-c1ccccc1)N1CCCCC1
 : 10% | 24% | ? | 22% | 38% | 4% | 1%
> C[N+]1(CN2C(=O)C3C4C=CC(C4)C3C2=O)CCCCC1 (stereo not given)
 : -4% | 4% | -35 | -10% | -30% | -7% | 0%

Next part.
SMILES | TbPYK inhibitor | AMA1 RON2 block | HCMV antiviral | Sm TGR block | AmpC inh no detg | AmpC inh detg | LmPK inhibitor
Cc1c(Br)c([N+](=O)[O-])nn1C(C)C(=O)NCc1cccs1 (stereo not given) | 2% | -4% | -32 | -14% | -14% | -5% | 4%
COc1cc(C)c(S(=O)(=O)n2c([N+](=O)[O-])cnc2C)cc1C | 6% | 6% | 16 | 7% | -32% | -11% | 10%
COc1ccc(-n2nc(C(=O)Nc3ccccn3)c3c4ccccc4n(C)c3c2=O)cc1 | 1% | · | -20 | 7% | · | -3% | ·
O=C(O)c1cccc(-c2nnn(Cc3ccccc3)n2)c1 | 0% | 11% | 31 | -1% | -20% | 4% | 1%
Cc1ccc(NC(=O)c2cc3cc(C)ccc3n2C)cc1 | -3% | · | 22 | -4% | · | -4% | ·
O=C1C(=O)N(c2ccccn2)C(c2ccc(Br)cc2)/C1=C(/O)c1ccc(Br)cc1 (stereo not given) | -7% | 4% | 37 | ? | -32% | -7% | -4%
COc1ccc(CNC(=S)Nc2cccc(OC)c2)cc1 | 0% | -2% | 33 | 0% | -28% | -2% | -2%
CCOC12CC(C)(C)CC(C)(CC3=C1C(=O)CC(C)(C)C3)C2 (stereo not given) | -5% | -1% | -2 | -4% | 29% | -1% | -4%
CCNC(=O)C1(C)CCN1C(=O)CCc1cccc(Cl)c1 (stereo not given) | 1% | 5% | 47 | · | · | · | ·
O=c1c2cc(NC(=S)N3CCC(N4CCCCC4)CC3)ccc2nc2n1CCCCC2 | -5% | 4% | 16 | 3% | -19% | -8% | 4%
Cc1cc(C)cc(-n2nnc(C(=O)NCc3ccccc3)c2N)c1 | 2% | 42%[activator] | 25 | 0% | -18% | -5% | 4%
CCOC(=O)[C@]12CCC=C1N(Cc1cccc3ccccc13)C(=O)[C@H](CC(=O)NCCCOC)C2 | -4% | 5% | 0 | · | · | · | ·
Cc1cn([C@H]2C[C@H](O)[C@@H](CNCc3cc(Br)ccc3OCc3ccccc3)O2)c(=O)[nH]c1=O | 1% | 7% | -10 | · | · | · | ·
O=C(Nc1ccc(-c2ccco2)cc1)C1CCCN(Cc2ccc(CO)o2)C1 (stereo not given) | -6% | -12% | 2 | -24% | 30% | ? | 0%
CCn1nc2cc(C(=O)NCc3cc(C(F)(F)F)cc(C(F)(F)F)c3)ccc2c1OC | 6% | -6% | 8 | 1% | 55% | 0% | 0%
c1ccc(-c2nccc(-c3ccc4c(c3)OCO4)n2)cc1 | -7% | 6% | 41 | 3% | -19% | -1% | 1%
CCC(=O)OCC(=O)N=c1sccn1Cc1ccc(C)cc1 | 6% | 6% | 36 | -1% | -11% | -1% | -12%
CC(=O)Nc1ccc(S(=O)(=O)Nc2cc(C)cn(Cc3ccc(C)cc3)c2=O)cc1 | -2% | 24% | -7 | ? | 0% | -14% | 0%
O=C(c1c(F)cccc1F)N1CCCC(c2nc(-c3ccc(Cl)cc3)no2)C1 (stereo not given) | 2% | 7% | -16 | 0% | 57% | -10% | -6%
Cc1cc(-c2ccccc2C(=O)Nc2ccccc2O)on1 | 10% | 7% | 29 | 12% | -9% | -13% | 0%
Cc1ccc(NC(=O)C2CCN(C(=O)NC3CCCCC3)CC2)c(C)c1 | -1% | -12% | -7 | 3% | -6% | -3% | 3%
CCn1c(CNc2ccc(F)cc2)nnc1SCC(=O)N1CCCc2ccccc21 | -3% | -21% | -3 | 1% | 47% | -13% | 1%
CCOc1cc(N2CCOCC2)c(OCC)cc1NC(=O)c1cc(C)cc(C)c1 | -7% | -12% | -25 | 7% | -4% | 7% | 9%
CCOC(=O)C1SC2(C(F)(F)C(F)F)CC1(O)c1c(c(OC)c3occc3c1OC)O2 (stereo not given) | 4% | 4% | -23 | -23% | 76%[activator] | 3% | 5%
OC(CCN1CCCCC1)c1ccc(-c2ccccc2)cc1 (stereo not given) | -3% | 14% | 14 | 6% | 5% | -12% | 0%
O=C(NCc1cccc(C(F)(F)F)c1)c1ccc2sc(COCCO)nc2c1 | -10% | -1% | -22 | · | · | · | ·
CC/C(=C\C(=O)c1ccncc1)Nc1ccc(O)cc1 | 2% | -11% | 11 | -28% | -33% | -17% | 2%
c1ccc(-c2cnn3c(-c4ccccc4)c(-c4ccccc4)nc3n2)cc1 | -2% | 26% | 36 | 2% | -17% | ? | 2%
O=C(NCCN1CCOCC1)c1ccc(Cl)c(S(=O)(=O)N2CCCCCC2)c1 | -3% | 0% | -40 | -5% | 50% | -11% | 1%
CC(=O)N(C)c1ccc(NC(=O)Cc2cccs2)cc1 | 0% | -6% | 177 | -12% | -3% | -13% | 0%
COc1ccc(NC(=O)C2=CC(c3ccc(OC)c(OC)c3)=NS(=O)(=O)N2C)cc1 | -5% | -12% | -71* | 3% | 52% | -12% | 5%
Cc1ccc(O)c(N=Cc2ccc(C)s2)c1 | 0% | 7% | -34 | 1% | -29% | 0% | -4%
CCN(CC)CCCNC(=O)CN1N=C(c2ccccc2)CCC1=O | -6% | · | ? | -2% | · | -5% | ·
COc1ccc(Nc2nc(CN3CCOCC3)nc3sc4c(c23)CCC(C)C4)cc1OC (stereo not given) | · | · | · | 1% | -8% | -8% | 3%

Screens: PubChem, National Center for Advancing Translational Sciences (NCATS)
